From PubChem BioAssay
mcGAS MS inh: inhibitors of Mus musculus cyclic GMP-AMP synthase, initial high-throughput assay, cell-free, RapidFire MS | Q8C6L5 | recombinant mouse cGAS, cGAMP by RapidFire MS | inhibition, % at 12.5 µM | 130,000 compounds, 0.18% hits;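 active = inhibition of cGAS enzyme activity at or above 60%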;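 also: enzyme stimulated by 45 bp dsDNA with ATP and GTP substrates; cGAMP share of summed cGAMP plus half ATP and half GTP signals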
Target sequence (Q8C6L5 whole entry, looked up): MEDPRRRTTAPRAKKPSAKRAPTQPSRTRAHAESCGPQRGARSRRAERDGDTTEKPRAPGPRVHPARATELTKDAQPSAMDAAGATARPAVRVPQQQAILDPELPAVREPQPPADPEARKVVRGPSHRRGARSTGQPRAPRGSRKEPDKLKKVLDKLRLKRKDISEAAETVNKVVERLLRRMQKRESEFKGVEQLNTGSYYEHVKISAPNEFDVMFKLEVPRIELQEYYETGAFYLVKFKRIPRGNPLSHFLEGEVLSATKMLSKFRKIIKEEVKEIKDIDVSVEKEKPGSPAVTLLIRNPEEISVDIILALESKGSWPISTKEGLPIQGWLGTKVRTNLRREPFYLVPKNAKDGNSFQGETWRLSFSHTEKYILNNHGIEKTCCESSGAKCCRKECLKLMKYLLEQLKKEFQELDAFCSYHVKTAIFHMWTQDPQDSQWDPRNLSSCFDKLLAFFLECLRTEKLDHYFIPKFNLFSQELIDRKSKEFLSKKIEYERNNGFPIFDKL
* = called active by the depositor; & = joins results of further samples.

canonical_smiles | mcGAS MS inh
O=C(NCc1ccc2c(c1)CCC2)C1CC1c1cccc(F)c1 (centres undefined) | -6
O=C(O)C1=C[C@@H](O)[C@@H](O)[C@H](O)C1 | 0
CCOc1cc(S(=O)(=O)NC2CC(C)(C)NC(C)(C)C2)c(OCC)cc1C | -9
O=C(Nc1cccc(Cl)c1-n1ccnc1)c1ccc(Cl)cc1Cl | 6
OCc1cc(O)c2c(O)c3c(O)cccc3c(O[C@@H]3O[C@H](CO)[C@H](O)[C@@H](O)[C@H]3O)c2c1 | -6
CN1CC(=O)N=C1N | -13
Nc1ccc(Br)cc1C(O)c1ccccc1Cl (centres undefined) | 23
COc1ccc(CC(=O)OC(C(N)=O)c2ccccc2)c(OC)c1 (centres undefined) | -8
Cc1cccc(OC(C)C(=O)NC2(C)CCS(=O)(=O)C2)c1 (centres undefined) | -15
Cc1ccnc(C(NC(=O)c2nnc3nc(C)cc(C)n23)C2CC2)c1 (centres undefined) | -24
CC(c1ccccn1)N(C)Cc1ccc(-n2cncn2)cc1 (centres undefined) | -15
O=S1(=O)CC(S(=O)(=O)Nc2ccccc2-c2cccs2)c2ccccc21 (centres undefined) | 4
COC(=O)c1cn(Cc2ccco2)cc(C(=O)N2C[C@H]3CC=CC[C@H]3C2)c1=O | 4
c1ccc(-n2nc(SCc3nc4ccccc4s3)nc2C2CC2)cc1 | -3
CC1(C)[C@H]2CC=C(CN3CCc4nncn4CC3)[C@@H]1C2 | -7
Cn1ccc(NC(=O)COc2ccc(Cl)cc2Br)n1 | -6
CCCOC1CCCN(Cc2nc(C3(c4ccc(C)cc4)CCCC3)no2)C1 (centres undefined) | -10
O=C(O)c1cccc(S(=O)(=O)Nc2ccc(Cl)c(S(=O)(=O)N3CCCC3)c2)c1 | -7
COC(=O)CNC1CCN(c2ccc(C(=O)NC3CCCC3)cc2)CC1 | -9
CC(=O)Oc1ccccc1CN1C(=O)C(C)(C)ON=C1c1ccc(C(F)(F)F)cc1 | -13
Cn1c(-c2c(N)n(Cc3ccc4c(c3)OCO4)c3nc(C#N)c(C#N)nc23)nc2ccccc21 | -5
CC(C)n1cc(CN(Cc2ccsc2)CC2CCCO2)cn1 (centres undefined) | -24
N#CCN1CCc2ccc(NS(=O)(=O)c3ccc(C4CCCCC4)cc3)cc21 | 4
Cc1nn(C)c(C)c1S(=O)(=O)NC(C)C(=O)N1CCn2cccc2C1C (centres undefined) | -5
CC1CCC(C(C)C)C(OC(=O)Cn2ccsc2=N)C1 (centres undefined) | 7
CCCCCC(=O)N/N=C(/C)Cn1nc([N+](=O)[O-])cc1C | -7
Cc1ccc2nc(CSc3nnc(-c4cccnc4)o3)cc(=O)n2c1 | 4
CN(C)C(C(=O)N1CCC(C(=O)NCc2cccnc2)CC1)c1cc(Cl)cc(Cl)c1 (centres undefined) | -1
COc1ccc(OC)c(N2CCN(C(=O)c3cccs3)C(C)C2=O)c1 (centres undefined) | 2
COc1cc(C)c2c(c1C=O)Oc1c(c(C)c(O)c3c1C(O)OC3=O)OC2=O (centres undefined) | 34
Cc1cc(CS(=O)(=O)N(Cc2ccc(C(C)C)cc2)C2CC2)on1 | 1
O=C(NCc1nc2ccccc2n1CCCCOc1ccccc1)c1ccco1 | -10
Cc1noc(C)c1COc1ccc2ccc(=O)oc2c1 | -9
CC(=O)N1CCc2cc(NC(=O)C3(C)CCN3Cc3ccc(C)cc3)ccc21 (centres undefined) | -6
Cc1ccc2nc(-c3ccccc3)[nH]c2c1 | -8
Cc1oc(-c2cccc(Cl)c2)nc1CN1CCC(N(C)C)CC1 | -8
FC(F)Oc1ccc(C=NN2CCOCC2)c(OC(F)F)c1 | -6
CCc1nc2oc3cc(OC)ccc3c(=O)c2c(=O)n1Cc1ccccc1 | -5
N#CC(=Cc1ccc(F)cc1F)c1nnc2n1CCCCC2 | -3
O=S(=O)(CCc1ccccn1)NC1CCC(C(F)(F)F)CC1 (centres undefined) | -6
O=C(c1cccnc1-c1cccc(CN2CCOCC2)c1)N1CCCC1 | -13
CC(C)c1cc(C(=O)NCCN2N=C(c3ccccc3)CCC2=O)n(C)n1 | -3
Clc1ccc2nnc(-c3ccc(Br)cc3)n2n1 | -5
COc1ccc(NC(=O)c2sc(=O)n(Cc3cc(C)cc(C)c3)c2C)cc1OC | 1
Cc1nc2ccc(NC(=O)Nc3ccnc4cccnc34)cc2o1 | 9
O=C(c1cnnn1-c1ccccc1)N1CCCC1c1ccccn1 (centres undefined) | -10
CCN(CC)P1(=Nc2ccc(C)c(C)c2)C(=C2N(C)c3ccccc3C2(C)C)C=NN1C (centres undefined) | -54
CC(C)C(=O)Nc1cccc(-c2ccn[nH]2)c1 | -7
OC12CC3C4CC5CC3C(C1)C(C5)C4C2 | -9
O=C(Cc1cc(=O)n(-c2ncc(C(F)(F)F)cc2Cl)[nH]1)Nc1ccc2c(c1)CCC2 | -6

The results go on:
canonical_smiles | mcGAS MS inh
C=C(C)CC1NC2CC(C)(C)C1c1c(Br)cccc12 (centres undefined) | -1
Cc1cc(CN(C)c2ccc(C(=O)N3CCC(Cn4cccn4)CC3)cn2)n[nH]1 | -37
CC(C)=NOC1(c2ccccc2)OC(=N)C(C#N)=C1C(C#N)C#N (centres undefined) | 0
Cc1ccc(CNCCN(C)C)s1 | -1
COCCNC(=O)c1cn(C)nc1OC | -14
FC(F)(F)c1cc(-c2ccccc2)nc(NC2CCCC2)n1 | 9
COc1ccccc1N1CCN(c2ccc(N)cc2C(=O)NCCCN2CCOCC2)CC1 | -6
Cc1nn(Cc2n[nH]c(=O)n2[C@H](C)c2ccc(F)cc2)c(C)c1C | -11
CN1CCN2c3ccccc3Cc3ccccc3C2C1 (centres undefined) | 3
CC1CCC(C(C)C)N(C(=O)c2ccn(C)c(=O)c2)CC1 (centres undefined) | -7
O=C(c1ccc(F)cc1)N1CCCCC(S(=O)(=O)c2ccccc2)C1=O (centres undefined) | -7
Cc1nc(-n2nc(-c3ccco3)cc2NC(=O)COc2ccc(F)cc2)[nH]c(=O)c1C | 1
O=C1N=c2ccccc2=C1c1sc(=S)n(Cc2ccco2)c1O | 13
CC(C)(C)NCC(=O)Nc1cc(F)cc(F)c1 | -14
CN(CCOc1ccccc1)Cc1nc(N)nc(N)n1 | -7
COC(=O)c1ccc(CN2CCN(c3ccc4c(c3)OCO4)C(=O)C2C)cc1 (centres undefined) | -4
COCCNc1ccc2ncc(-c3cccc(N(C)C)c3)n2n1 | -4
COCCSc1nc2c(c(=O)[nH]c(=O)n2C)n1Cc1ccccc1Cl | -7
COCc1ccc(C(=O)N2CCCC(Nc3ccc(F)c(F)c3)C2)s1 (centres undefined) | -2
COc1ccc(C=NNC(=O)c2cc(-c3ccc(F)cc3)n[nH]2)cc1OC | -2
CC1CCN(Cc2nnnn2CC(=O)N2CCN3CCCC3C2)CC1 (centres undefined) | -14&1
Cn1c(C(C#N)=Cc2ccc([N+](=O)[O-])s2)nc2ccccc21 | -39
O[C@@H]1C[C@H]2CN(c3ncccc3C(F)(F)F)C[C@H]2C[C@@H]1O | -1
CNC(=O)c1cc2c(=O)n3cccc(C)c3nc2n(CCCn2ccnc2)c1=N | 5
CC(=O)N(c1cccc(C(F)(F)F)c1)c1nc(C=O)c(Br)s1 | -3
COc1cc(OC)cc(-c2nc(CC(=O)NC3CCCCC3)no2)c1 | -6
CCOC(=O)Cn1c(=NC(=O)c2ccco2)sc2cccc(F)c21 | -2
CN(CC(=O)Nc1ccnn1C1CCCC1)c1c(F)cccc1F | -9
COc1ccnc(N2CCN(c3nnc(C)c(C)c3C(N)=O)CC2)n1 | 10
COc1nn2ccsc2c1C(=O)N1CCN(C)CC1 | -2
CCn1c(SCC(=O)Nc2ccccc2)nc2ncccc2c1=O | -11
OC(CC1CCCN1)c1ccco1 (centres undefined) | -19
NC1=NC(c2ccc(O)c(O)c2)n2c(nc3ccccc32)N1 (centres undefined) | 1
COc1ccc(-c2ccn[nH]2)cc1C(F)(F)F | -4
Cc1cccc(C)c1NC(=O)CN(C)c1cnn(Cc2ccccc2)c(=O)c1Cl | -13
N#CCc1nc(N)nc(Nc2ccc(Cl)cc2)n1 | -5
COCCn1c(C)cc(O)c(C(c2ccc(OC)c(OC)c2)N2CCN(CCO)CC2)c1=O (centres undefined) | -9
Cn1c(=NN=CC(Cl)=Cc2ccccc2)sc2ccccc21 | 5
COC(=O)c1oc2c(c1C)C(=O)CC(c1ccc(OC)c(OC)c1)C2 (centres undefined) | 5
COc1ccc(CN(C)C(=O)C(=O)Nc2cc(F)cc(F)c2)cc1 | 0
CC1(C(=O)NS(=O)(=O)c2cccc(OC(F)F)c2)CCN1C(=O)c1ccccc1CCc1ccccc1 (centres undefined) | -1
O=C(O)c1cc2ccccc2cc1OS(=O)(=O)c1cccs1 | -2
CN1C=CC=C/C1=C\N=O | -11
Cn1c2c(c(=O)n(C)c1=O)C(c1cccc(Br)c1)C1C(=O)OCC1=N2 (centres undefined) | -11
Cc1ccc(-c2ccnc(NCCS(=O)(=O)N(C)C)n2)c(C)n1 | -18
COc1cccc(C(=O)OCc2cc(-c3ccc4c(c3)OCCO4)on2)c1OC | -6
O=C1OCCN1Cc1ccc(Nc2nccc(C(F)(F)F)n2)cc1 | -43
Cc1cccc(/C=C2/SC(=O)N(CCC(=O)NC(C)C3CC4CCC3C4)C2=O)c1 (centres undefined) | -12
Cc1cnn(-c2cc(N3CC[C@@H](c4ccc5c(c4)OCO5)[C@H](O)C3)ncn2)c1 | -8
CCC1(CC)CCN(C(=O)c2cc(CN3CCCC(O)C3)on2)C1 (centres undefined) | -20

3 of these compounds, reformatted.
CN1C=CC=C/C1=C\N=O
  mcGAS MS inh: -11
Cn1c2c(c(=O)n(C)c1=O)C(c1cccc(Br)c1)C1C(=O)OCC1=N2 (centres undefined)
  mcGAS MS inh: -11
Cc1ccc(-c2ccnc(NCCS(=O)(=O)N(C)C)n2)c(C)n1
  mcGAS MS inh: -18

Random excerpt: 5 entries already listed
canonical_smiles | mcGAS MS inh
N#CCc1nc(N)nc(Nc2ccc(Cl)cc2)n1 | -5
CCC1(CC)CCN(C(=O)c2cc(CN3CCCC(O)C3)on2)C1 (centres undefined) | -20
COCCn1c(C)cc(O)c(C(c2ccc(OC)c(OC)c2)N2CCN(CCO)CC2)c1=O (centres undefined) | -9
CC1(C(=O)NS(=O)(=O)c2cccc(OC(F)F)c2)CCN1C(=O)c1ccccc1CCc1ccccc1 (centres undefined) | -1
CN(CC(=O)Nc1ccnn1C1CCCC1)c1c(F)cccc1F | -9

Some of these compounds in order of count of non-hydrogen atoms, smallest number first.
canonical_smiles | mcGAS MS inh
COc1ccnc(N2CCN(c3nnc(C)c(C)c3C(N)=O)CC2)n1 | 10
CC(C)c1cc(C(=O)NCCN2N=C(c3ccccc3)CCC2=O)n(C)n1 | -3
Cn1c(-c2c(N)n(Cc3ccc4c(c3)OCO4)c3nc(C#N)c(C#N)nc23)nc2ccccc21 | -5

Next records follow.
canonical_smiles | mcGAS MS inh
CCc1ccccc1NC(=O)c1sc2nc3c(cc2c1N)C(=O)CC(C)(C)C3 | -8
O=C(c1cc(-c2cccs2)nc2ccccc12)N1CCN(C(=O)C2CC2)CC1 | -4
CC1=Nc2nnnn2C(c2ccccc2)C1 (centres undefined) | 16
O=C1COCc2cc(-c3ccccc3)ccc2N1CCN1CCOCC1 | 14
CC(C)N(C(=O)Cn1c(CCNC(=O)C2CCCCC2)nc2ccccc21)c1ccccc1 | -6
O=C(Nc1c(C(=O)c2ccccc2)cc(Br)c2c1C(=O)c1ccccc1C2=O)c1ccccc1Br | 0
CC(Sc1nnnn1C)c1nc2scc(-c3cccs3)c2c(=O)[nH]1 (centres undefined) | -8
CN(CCC(=O)NCC1Cc2cc(-c3cnc4ccccc4c3)cc(F)c2O1)C1CCS(=O)(=O)C1 (centres undefined) | -6
CCCn1c(=O)c2c(nc3n2CC(C)CN3c2ccccc2)n(C)c1=O (centres undefined) | -1
O=C(NC1CCCC1)c1nc(-c2cccs2)no1 | 6
CCOc1cn2c(cc1=O)C(=O)N(CCNC(=O)c1ccc(F)c(F)c1)CC2 | -3
NC(N)=Nc1nc(CSCCC(N)=NS(N)(=O)=O)cs1 | -7&-6&-1
Cc1ccc(-c2nnc(CCC(=O)NC3CCCC3)c(=O)[nH]2)cc1Cl | -9
CCc1cccc2c(CC(=O)N(C)Cc3nccn3C)c[nH]c12 | 0
CCNC(=O)[C@@H]1C[C@@H](N)CN1C(=O)Cn1nc(C)c(CC)c1C | -4
CCc1c(C)[nH]c2c1C(=O)C(CN1CCOCC1)CC2 (centres undefined) | -14&-1
CC(C)c1ccc(C2=NN3CCS(=O)(=O)N=C3S2)cc1 | 1&2
COCCNC(=O)C1(C)CCCN(Cc2ccccc2N(C)C)C1 (centres undefined) | -9
O=C(CCC1CCCC1)N1CCCC(CO)(Cc2ccc(F)cc2)C1 (centres undefined) | -7
Cc1ccnc(SCCCn2c(N3CCCCCC3)nc3c2c(=O)[nH]c(=O)n3C)n1 | -3
Cc1ccc(-c2ccc(=O)n(CCCNS(=O)(=O)c3cccnc3)n2)cc1 | 4
COc1cc(C2=NC(=CC3=Cc4ccccc4OC3)C(=O)O2)cc(OC)c1OC | -4
CCn1nc(C)c(C(=O)NCc2ccccc2-n2cncn2)c1C | -9
O=C1CC2(CCCC2)CC(=O)N1CCCCN1CCN(c2ncccn2)CC1 | -13&5
O=C(CCCCC(=O)NN=Cc1ccc(Br)o1)NN=Cc1ccc(Br)o1 | -3
CC(C)(C)OC(=O)COC(=O)c1cnc2ccccc2n1 | -16
CCSC1CCC(N(C)C(=O)C2CC(=O)N(CC)C2)C1 (centres undefined) | -4
O=C(c1ccco1)N1N=C(c2cccs2)CC1c1ccco1 (centres undefined) | 2

Not all compounds are listed; count on the stated rates, not on these rows.
